# PriA SSB inh = K. pneumoniae PriA-SSBct interaction inhibition | AlphaScreen SSBct-PriA binding, biotinylated peptide | inhibition, % at 33 µM | AID 1272365 | 430,000 compounds, 0.6% hits; in the data active = inhibition mostly above about 37%, no sharp cut-off; inactive = mostly below about 20%;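 also: plate controls were negative control peptide for no effect and reference peptide for full effect; strong numbers were not always called active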
# Anthrax LF inh2 = blocks Bacillus anthracis lethal factor protease. P15917. multiplex microsphere protease cleavage assay, LF. inhibition, % at 10 µM. 360,000 compounds, 0.12% hits. AID 588501; also: plate controls were buffer without enzyme for full effect and enzyme alone for no effect
# DUSP3 inh = DUSP3 (human) phosphatase inhibition | recombinant VHR phosphatase, pNPP absorbance | inhibition, % at 13.3 µM | 290,000 compounds, 0.52% hits | P51452; in the data active = inhibition above about 50%; also: some compounds called inactive have numbers as strong as hits
# Target sequence (P51452 whole entry, looked up): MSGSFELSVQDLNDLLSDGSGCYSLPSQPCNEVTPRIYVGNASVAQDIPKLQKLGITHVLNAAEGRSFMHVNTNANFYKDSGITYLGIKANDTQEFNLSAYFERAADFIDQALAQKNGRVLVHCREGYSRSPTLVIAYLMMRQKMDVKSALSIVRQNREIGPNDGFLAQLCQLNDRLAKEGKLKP
# PrPC surface inh = cell surface PrPC inhibition, primary TR-FRET screen; P04156; TR-FRET read-out; inhibition, % at 13.8 µM; 370,000 compounds, 0.43% hits; in the data active = inhibition above about 24%; also: 0% = median of the test wells and 100% = reference compound wells
# MazF activator = activators of E. coli MazEF toxin-antitoxin RNase; P0AE70; 350,000 compounds, 0.32% hits; FAM/BHQ RNA-DNA oligo cleavage fluorescence, 5 h; AID 504720; activation, % at 20 µM; in the data active = activation above about 50%
# Target sequence (P0AE70 whole entry, looked up): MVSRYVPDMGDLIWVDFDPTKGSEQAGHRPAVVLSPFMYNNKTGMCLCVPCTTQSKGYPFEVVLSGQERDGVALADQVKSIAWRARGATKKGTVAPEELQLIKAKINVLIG
# 3CLpro inhibitor = SARS-CoV 3CLpro protease inhibition. P0C6X7. recombinant SARS-CoV 3CLpro, quenched FRET peptide cleavage. inhibition, % at 6 µM. 290,000 compounds, 0.14% hits. AID 1706; in the data active = inhibition above about 12%
# BoNT A protease = BoNT A light chain protease inhibition; multiplex microsphere protease substrate cleavage, flow cytometry; inhibition, % at 10 µM; 360,000 compounds, 0.17% hits; AID 588499; also: plate controls were buffer without enzyme for full effect and enzyme alone for no effect
# Rv3671c protease = Rv3671c (M. tuberculosis) protease inhibition; inhibition, % at 5.96 µM; 320,000 compounds, 0.048% hits; P9WHR9; AID 2606; in the data active = inhibition above about 38%;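 also: extracellular domain of Rv3671c used as enzyme; 0% = enzyme with DMSO and 100% = no enzyme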
# Target sequence (P9WHR9 whole entry, looked up, the tested form may be a part): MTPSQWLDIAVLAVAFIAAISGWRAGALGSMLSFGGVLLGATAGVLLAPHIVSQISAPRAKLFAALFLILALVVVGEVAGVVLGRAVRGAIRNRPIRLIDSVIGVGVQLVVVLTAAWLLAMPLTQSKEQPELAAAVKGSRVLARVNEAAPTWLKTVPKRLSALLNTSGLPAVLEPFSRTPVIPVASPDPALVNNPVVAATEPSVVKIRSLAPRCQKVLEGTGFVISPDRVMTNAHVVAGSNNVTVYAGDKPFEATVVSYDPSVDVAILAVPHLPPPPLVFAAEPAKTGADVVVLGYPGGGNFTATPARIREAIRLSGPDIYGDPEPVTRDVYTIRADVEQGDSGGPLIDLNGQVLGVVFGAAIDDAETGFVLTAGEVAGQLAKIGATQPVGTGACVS
# CCHF vOTU inh = blocks the CCHF virus ovarian tumor domain protease. inhibition, % at 11.5 µM. 370,000 compounds, 0.55% hits. AID 651958. CCHFV vOTU protease, Pep-AMC fluorescence; in the data active = inhibition above about 30%; also: 0% = vehicle wells with enzyme and 100% = no enzyme wells
# BoNT F protease = BoNT F light chain protease inhibition; 360,000 compounds, 0.22% hits; Multiplex microsphere protease cleavage assay, flow cytometry; inhibition, % at 10 µM; AID 588497; in the data active = inhibition above about 35%, passing the limit was not always enough; also: plate controls were buffer without enzyme for full effect and enzyme alone for no effect
# An asterisk follows results filed as active; / = not tested or not shown. Rule as the data show it, unless noted: active = inhibition above about 30%; inconclusive = no clear call, values can overlap the other calls; inactive = below that. Not all compounds are listed (hit frequency here may not be typical).
cpd	SMILES	PriA SSB inh	Anthrax LF inh2	DUSP3 inh	PrPC surface inh	MazF activator	3CLpro inhibitor	BoNT A protease	Rv3671c protease	CCHF vOTU inh	BoNT F protease
1	Cc1cc(C)nc(NC2=NCCN2C(=S)Nc2c(C)cccc2C)n1	-4.1	2.3	10.6	-5.6	3.0	6.0	0.1	8.3	-8.4	-0.2
2	CC1CCCCN1C(=O)Cn1c(=O)oc2ccccc21 (centres undefined)	-3.6	0.2	/	-8.3	-7.1	6.0	-1.7	5.9	5.5	-27.5
3	COc1ccc(Br)cc1CNC(=O)C1CCN(C(=O)N(C)C)CC1	0.9	-0.6	8.5	-0.3	6.5	1.5	-0.5	6.6	3.9	-6.9
4	Cc1cc(-c2n[nH]c(=S)n2/N=C/c2cccc(O)c2)n[nH]1	/	-6.7	31.5	4.5	3.8	-1.9	-1.1	-10.0	18.1	-0.3
5	CC(O)(c1cccc(F)c1)c1nc(-c2cnc3ccccc3c2)cs1 (centres undefined)	/	-8.0	/	15.8	/	/	0.1	/	10.3	-0.5
6	Cc1ccc(C(=O)NCCN2CCOCC2)cc1	-9.2	-0.9	34.7	-6.1	5.6	-1.8	-0.1	-11.5	-5.1	3.6
7	CCCCC(=O)Nc1ccc(C(N)=O)cc1	3.7	2.5	19.2	-2.5	5.9	-4.7	1.2	-5.1	6.1	-4.1
8	O=c1oc2c(CN3CCN(CCO)CC3)c(O)ccc2cc1-c1ccccn1	0.5	-5.3	28.5	-12.3	-3.0	0.1	-0.7	10.8	-315.2	-11.7
9	O=C1CC(=O)N(c2cccc(F)c2)C(=O)N1	-3.6	-3.3	12.2	1.5	6.9	-0.1	0.5	4.2	9.9	-4.8
10	CCOC(=O)C1(C)NC(c2cccc(C)c2)C2C(=O)N(c3ccccc3)C(=O)C21 (centres undefined)	-10.1	-13.3	6.5	-0.2	1.1	-9.9	-1.8	-14.8	2.2	-3.4
11	O=C(Nc1cccc(C(F)(F)F)c1)C1CCCN(S(=O)(=O)c2cnc[nH]2)C1 (centres undefined)	-6.0	-2.6	-22.2	-8.4	-7.5	-0.9	2.0	2.0	-0.1	1.5
12	CCN(C[C@H]1N[C@@](Cc2ccccc2)(C(=O)OC)[C@H]2C(=O)N(C)C(=O)[C@@H]12)C(=O)c1ccc(F)cc1	-8.3	-0.2	/	7.3	3.7	/	0.1	1.4	-4.5	2.0
13	COc1ccc(/C=N/NC(=O)c2ccc(=O)[nH]n2)cc1OC	/	-1.5	16.4	-10.2	11.5	3.6	-0.3	5.9	-2.6	-0.9
14	COc1ccc(NC(=O)COC(=O)c2ccc([N+](=O)[O-])o2)cc1Cl	-6.2	-1.9	6.3	-22.4	2.3	1.7	0.3	-9.4	10.2	1.7
15	Cc1cccc(C)c1OCC(=O)N(Cc1ccc(Cl)cc1)C1CCS(=O)(=O)C1 (centres undefined)	5.4	-3.0	16.6	3.3	-0.7	-0.2	-1.2	5.3	3.9	-0.3
16	COc1ccc(Cc2nnc(NC(=O)Nc3ccc(C)cc3)s2)cc1OC	-4.6	9.4	13.8	7.6	-19.9	1.4	0.0	-4.2	-9.0	-21.4
17	CN(C)/C=C/C(=O)c1ccc(Oc2ccccc2)cc1	1.8	-0.8	21.6	-2.7	-32.9	0.1	-1.6	-18.9	-1.1	-6.9
18	c1ccc(-c2nnc(SCC3CCCO3)nc2-c2ccccc2)cc1 (centres undefined)	-14.2	4.5	32.8	-1.3	5.0	4.9	-0.8	-6.2	-2.1	-6.3
19	O=C(NCC1CC1)c1cc(-c2ccccc2)nn1CC1CC(c2cccnc2)=NO1 (centres undefined)	4.1	-7.4	/	-1.9	3.5	/	0.3	7.5	-9.6	-10.2
20	Cc1cc(C(=O)Nc2ccc(S(=O)(=O)N3CCOCC3)cc2)ccc1[N+](=O)[O-]	-3.0	-3.6	8.1	-3.6	11.6	-0.6	1.8	-4.5	16.1	-16.9

# Exported in transposed form: entries from further up
8. O=c1oc2c(CN3CCN(CCO)CC3)c(O)ccc2cc1-c1ccccn1
9. O=C1CC(=O)N(c2cccc(F)c2)C(=O)N1

Compound	8	9
PriA SSB inh	0.5	-3.6
Anthrax LF inh2	-5.3	-3.3
DUSP3 inh	28.5	12.2
PrPC surface inh	-12.3	1.5
MazF activator	-3.0	6.9
3CLpro inhibitor	0.1	-0.1
BoNT A protease	-0.7	0.5
Rv3671c protease	10.8	4.2
CCHF vOTU inh	-315.2	9.9
BoNT F protease	-11.7	-4.8

# Complete entries, quoted from the list. Screens in order: PriA SSB inh | Anthrax LF inh2 | DUSP3 inh | PrPC surface inh | MazF activator | 3CLpro inhibitor | BoNT A protease | Rv3671c protease | CCHF vOTU inh | BoNT F protease
# CC1CCCCN1C(=O)Cn1c(=O)oc2ccccc21 (centres undefined) is entered as -3.6 | 0.2 | / | -8.3 | -7.1 | 6.0 | -1.7 | 5.9 | 5.5 | -27.5
# COc1ccc(Br)cc1CNC(=O)C1CCN(C(=O)N(C)C)CC1 is entered as 0.9 | -0.6 | 8.5 | -0.3 | 6.5 | 1.5 | -0.5 | 6.6 | 3.9 | -6.9
# CCCCC(=O)Nc1ccc(C(N)=O)cc1 is entered as 3.7 | 2.5 | 19.2 | -2.5 | 5.9 | -4.7 | 1.2 | -5.1 | 6.1 | -4.1
# Cc1cc(-c2n[nH]c(=S)n2/N=C/c2cccc(O)c2)n[nH]1 is entered as / | -6.7 | 31.5 | 4.5 | 3.8 | -1.9 | -1.1 | -10.0 | 18.1 | -0.3
# CCOC(=O)C1(C)NC(c2cccc(C)c2)C2C(=O)N(c3ccccc3)C(=O)C21 (centres undefined) is entered as -10.1 | -13.3 | 6.5 | -0.2 | 1.1 | -9.9 | -1.8 | -14.8 | 2.2 | -3.4

# Carrying on:
cpd	SMILES	PriA SSB inh	Anthrax LF inh2	DUSP3 inh	PrPC surface inh	MazF activator	3CLpro inhibitor	BoNT A protease	Rv3671c protease	CCHF vOTU inh	BoNT F protease
21	O=C(NCCCN1CCOCC1)C1Nc2ccc(OC(F)(F)F)cc2C2C=CCC12 (centres undefined)	13.3	-4.7	/	-4.0	6.6	/	-1.1	-6.3	2.3	-20.5
22	COc1cc(/C=N/NC(=O)c2ccc3c(c2)OCCO3)cc(Cl)c1O	/	-1.0	-9.1	-7.4	8.1	2.3	1.1	-2.5	20.1	1.2
23	COC(=O)c1ccccc1NC(=O)CSc1ncn[nH]1	3.4	-6.0	10.0	2.2	-0.3	2.0	-0.7	1.2	5.3	-0.8
24	C/C(=C\C(=O)c1ccc(Cl)cc1)NCc1ccc2c(c1)OCO2	/	-1.1	20.8	1.0	0.2	-4.3	0.6	-8.2	4.6	6.0
25	O=S(=O)(c1c(Cl)cc(Br)cc1Cl)N1CCN(C(=S)NC2CC2)CC1	-4.1	-2.9	/	9.3	-5.9	/	0.1	-0.4	10.0	-10.3
26	CCOc1ccccc1NC(=O)c1ccc(S(=O)(=O)N(C)C)cc1	-20.5	38.6*	-18.5	3.1	1.9	0.8	0.5	0.7	-1.9	4.0
27	Cc1ccc(CNC(=O)c2ccc(N3CCC4(CC3)CC(c3cccc(Br)c3)=NO4)c([N+](=O)[O-])c2)cc1	-14.6	0.8	/	4.3	0.1	/	-0.8	-29.3	11.0	-5.9
28	COc1ccc(CCNC(=O)c2ccc(Cl)cc2)cc1OC	3.7	-1.1	-6.4	7.2	-15.2	2.6	0.1	2.4	-4.7	-1.6

# Bioassay records as filed in PubChem BioAssay.
